NSD2 block = blocks human NSD2 histone methyltransferase activity; hit rate 0.07% among 44,000; inhibition, % at 12.5 µM; NSD2-SET H3K36me1 DELFIA fluorescence, biochemical; in the data active = inhibition above about 54%, passing the limit was not always enough;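 note: inhibitors reduce the monomethyl H3K36 fluorescence signal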
Target sequence (O96028 whole entry, looked up): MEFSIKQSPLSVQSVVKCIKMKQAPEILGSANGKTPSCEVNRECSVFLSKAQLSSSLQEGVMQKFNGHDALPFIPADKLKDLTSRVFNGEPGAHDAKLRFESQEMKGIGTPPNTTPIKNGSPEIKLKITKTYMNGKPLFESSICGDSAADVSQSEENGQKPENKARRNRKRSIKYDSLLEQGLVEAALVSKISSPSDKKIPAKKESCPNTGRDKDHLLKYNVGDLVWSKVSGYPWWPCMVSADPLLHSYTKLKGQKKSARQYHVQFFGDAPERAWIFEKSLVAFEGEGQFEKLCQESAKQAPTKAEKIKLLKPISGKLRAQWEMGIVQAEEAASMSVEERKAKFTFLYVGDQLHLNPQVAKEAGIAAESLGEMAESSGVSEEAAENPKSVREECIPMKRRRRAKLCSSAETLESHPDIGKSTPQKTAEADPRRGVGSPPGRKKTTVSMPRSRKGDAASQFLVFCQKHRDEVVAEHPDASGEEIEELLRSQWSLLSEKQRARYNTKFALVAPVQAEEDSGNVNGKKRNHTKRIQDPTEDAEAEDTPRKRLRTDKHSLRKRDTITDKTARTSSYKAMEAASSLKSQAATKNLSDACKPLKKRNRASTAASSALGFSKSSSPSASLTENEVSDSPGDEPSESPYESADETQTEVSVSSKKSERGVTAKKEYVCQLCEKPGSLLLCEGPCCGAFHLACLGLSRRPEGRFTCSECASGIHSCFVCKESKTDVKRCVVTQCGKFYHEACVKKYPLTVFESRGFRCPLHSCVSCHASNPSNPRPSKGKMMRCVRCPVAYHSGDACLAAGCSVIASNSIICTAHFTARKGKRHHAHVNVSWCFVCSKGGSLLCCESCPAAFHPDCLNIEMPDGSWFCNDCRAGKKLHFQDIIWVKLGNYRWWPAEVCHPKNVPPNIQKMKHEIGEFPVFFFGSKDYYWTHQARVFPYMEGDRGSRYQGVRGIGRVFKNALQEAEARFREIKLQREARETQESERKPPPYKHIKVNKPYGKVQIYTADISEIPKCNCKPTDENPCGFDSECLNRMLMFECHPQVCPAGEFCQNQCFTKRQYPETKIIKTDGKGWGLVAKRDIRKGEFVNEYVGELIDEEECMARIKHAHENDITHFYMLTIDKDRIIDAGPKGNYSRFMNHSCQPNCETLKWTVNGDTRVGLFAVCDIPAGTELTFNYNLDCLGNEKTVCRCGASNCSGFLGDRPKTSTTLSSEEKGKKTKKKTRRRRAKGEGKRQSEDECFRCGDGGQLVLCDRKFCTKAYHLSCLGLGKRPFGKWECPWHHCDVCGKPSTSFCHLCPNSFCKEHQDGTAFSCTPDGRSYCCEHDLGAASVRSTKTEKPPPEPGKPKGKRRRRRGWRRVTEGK
* hit, by the source's call. The list is partial; rates above refer to the full screens.

Structure | NSD2 block
C[C@H]1CN([C@@H](C)CO)C(=O)Cc2cc(NS(=O)(=O)c3cn(C)cn3)ccc2O[C@@H]1CN(C)Cc1ccc2c(c1)OCO2 | -1
CC(=O)c1cc2ccccc2oc1=O | -1
C[C@@H]1CN([C@H](C)CO)C(=O)c2cccc(NC(=O)NC3CCCCC3)c2O[C@H]1CN(C)CC1CCCCC1 | -2
C[C@H](CO)N1C[C@H](C)[C@H](CN(C)C(=O)Nc2ccc3c(c2)OCO3)Oc2ncc(C#Cc3ccc(F)cc3)cc2C1=O | 6
CC(C)NC(=O)N(C)C[C@H]1OCCCC[C@@H](C)Oc2ccc(NC(=O)NC3CCCCC3)cc2C(=O)N([C@H](C)CO)C[C@@H]1C | 2
C[C@@H]1CN([C@H](C)CO)C(=O)c2cc(C3=CCCCC3)cnc2O[C@@H]1CN(C)Cc1ccc(C(=O)O)cc1 | 1
C[C@H](CO)N1C[C@H](C)[C@@H](CN(C)S(=O)(=O)c2ccc(Cl)cc2)Oc2ccc(NC(=O)CCC(F)(F)F)cc2C1=O | 2
COc1ccc(NC(=O)N(C)C[C@H]2Oc3ccc(NS(=O)(=O)c4ccc(C)cc4)cc3CC(=O)N([C@H](C)CO)C[C@@H]2C)cc1 | 0
CC1=C(C/C=N/NC(=O)c2ccccc2O)C(C)(C)CCC1 | -2
Cc1nnc2sc(-c3cccc(NC(=O)c4cccnc4)c3)nn12 | 7
COCC#Cc1ccc2c(c1)O[C@@H](CN(C)C(=O)c1ccccc1F)[C@@H](C)CN([C@@H](C)CO)S2(=O)=O | 6
CNC(=O)C1=C[C@H](c2ccc(C(=O)OC)cc2)C[C@H](OCCCCO)O1 | 2
C[C@@H]1CCCCO[C@@H](CN(C)C(=O)Nc2ccc(C(F)(F)F)cc2)[C@@H](C)CN([C@H](C)CO)C(=O)c2cc(NC(=O)c3ccccc3)ccc2O1 | 11
O=C(C[C@H]1CC[C@H](NS(=O)(=O)c2ccc(F)cc2)[C@@H](CO)O1)NCc1ccc(Cl)c(Cl)c1 | 3
C[C@H](CO)N1C[C@H](C)[C@@H](CN(C)C(=O)c2cccnc2)Oc2cc(C#CC3CC3)ccc2S1(=O)=O | 6

Quoted at random: two entries already listed
Structure | NSD2 block
C[C@H]1CN([C@@H](C)CO)C(=O)Cc2cc(NS(=O)(=O)c3cn(C)cn3)ccc2O[C@@H]1CN(C)Cc1ccc2c(c1)OCO2 | -1
C[C@@H]1CN([C@H](C)CO)C(=O)c2cc(C3=CCCCC3)cnc2O[C@@H]1CN(C)Cc1ccc(C(=O)O)cc1 | 1

(continued)
Structure | NSD2 block
C[C@@H]1CN([C@@H](C)CO)S(=O)(=O)c2ccc(-c3cccc(C(=O)N(C)C)c3)cc2O[C@@H]1CN(C)C(=O)Nc1ccc(F)cc1 | 0
CNC[C@@H]1Oc2ncc(-c3ccc(F)cc3)cc2C(=O)N([C@H](C)CO)C[C@@H]1C | 3
CC(C)CC#Cc1ccc2c(c1)O[C@H](CN(C)S(=O)(=O)c1ccc(F)cc1)[C@@H](C)CN([C@@H](C)CO)S2(=O)=O | -4
C/C=C/c1ccc2c(c1)O[C@@H](CN(C)C(=O)Cc1ccncc1)[C@H](C)CN([C@@H](C)CO)S2(=O)=O | -10
C[C@@H]1CN([C@@H](C)CO)C(=O)c2cccc(NS(=O)(=O)c3cn(C)cn3)c2O[C@H]1CN(C)S(=O)(=O)c1cn(C)cn1 | 0
COc1ccc(NC(=O)N(C)C[C@@H]2Oc3ncc(C#CC(C)C)cc3C(=O)N([C@H](C)CO)C[C@@H]2C)cc1 | -1
COCC(=O)Nc1ccc2c(c1)[C@@H]1C[C@H](CC(=O)NCc3ccccc3)O[C@H](CO)[C@@H]1O2 | 5
Cc1sc2nc(SCc3n[nH]c(=S)n3-c3ccccc3)nc(N)c2c1C | -1
CCCN(C)C[C@@H]1OCc2cn(nn2)CCCC(=O)N([C@H](C)CO)C[C@@H]1C | 0
C[C@H](CO)N1C[C@H](C)[C@@H](CN(C)C(=O)Nc2ccccc2)OCCCC[C@H](C)Oc2ccc(N(C)C)cc2C1=O | 1
C[C@H](CO)N1C[C@H](C)[C@@H](CN(C)C(=O)CC2CC2)Oc2cc(-c3cccnc3)ccc2S1(=O)=O | -4
Cc1noc(C)c1NC(=O)Nc1ccc2c(c1)C(=O)N([C@H](C)CO)C[C@@H](C)[C@@H](CN(C)Cc1ccc(-c3ccccc3)cc1)O2 | -5
C[C@@H]1CN([C@@H](C)CO)C(=O)CCCn2cc(nn2)CO[C@@H]1CN(C)S(=O)(=O)c1ccc2c(c1)OCCCO2 | 2
C[C@@H]1CN([C@H](C)CO)C(=O)Cc2cc(NC(=O)C3CC3)ccc2O[C@H]1CN(C)Cc1ccc(C(=O)O)cc1 | 5
C[C@@H]1CN([C@@H](C)CO)S(=O)(=O)c2ccc(C#CC3(O)CCCC3)cc2O[C@@H]1CN(C)C(=O)Nc1ccccc1 | -11

Some of these compounds in order of the NSD2 block value, largest number first:
molecule | NSD2 block
CNC[C@@H]1Oc2ncc(-c3ccc(F)cc3)cc2C(=O)N([C@H](C)CO)C[C@@H]1C | 3
C[C@H](CO)N1C[C@H](C)[C@@H](CN(C)C(=O)Nc2ccccc2)OCCCC[C@H](C)Oc2ccc(N(C)C)cc2C1=O | 1
CCCN(C)C[C@@H]1OCc2cn(nn2)CCCC(=O)N([C@H](C)CO)C[C@@H]1C | 0

(more compounds)
Structure | NSD2 block
C[C@@H]1CN([C@@H](C)CO)C(=O)c2cc(NC(=O)Nc3ccccc3)ccc2O[C@H]1CN(C)C | 1
C/C=C/c1ccc2c(c1)O[C@@H](CN(C)C(=O)C1CCCCC1)[C@@H](C)CN([C@@H](C)CO)S2(=O)=O | 2
C[C@H](NC(=O)C[C@H]1C[C@@H]2c3cc(NC(=O)CC4CC4)ccc3O[C@@H]2[C@@H](CO)O1)c1ccccc1 | 3
COCC(=O)N(C)C[C@H]1Oc2ncc(C#Cc3ccc(F)cc3)cc2C(=O)N([C@@H](C)CO)C[C@@H]1C | -14
Cc1noc(C)c1NC(=O)Nc1ccc2c(c1)CC(=O)N([C@@H](C)CO)C[C@H](C)[C@H](CN(C)Cc1ccc(-c3ccccc3)cc1)O2 | -7
C[C@@H]1CN([C@@H](C)CO)C(=O)Cc2cc(NC(=O)NC3CCCCC3)ccc2O[C@H]1CN(C)Cc1ccc(Oc2ccccc2)cc1 | 7
C[C@H]1CN([C@@H](C)CO)C(=O)c2cc(NC(=O)C3CC3)ccc2O[C@H]1CN(C)S(=O)(=O)c1ccccc1 | 0
COCC(=O)N(C)C[C@H]1Oc2ncc(-c3ccc(F)cc3)cc2C(=O)N([C@@H](C)CO)C[C@H]1C | 1
CC1OC(Oc2ccc(-c3cc(=O)c4c(O)cc(OC5OC(CO)C(O)C(O)C5O)cc4o3)cc2)C(O)C(O)C1O (stereo unspecified) | 4
Cc1noc(C)c1NC(=O)N(C)C[C@@H]1Oc2ccc(NC(=O)NC(C)C)cc2C(=O)N([C@H](C)CO)C[C@@H]1C | 1
C[C@@H]1CN([C@H](C)CO)C(=O)c2cc(NC(=O)C3CCCCC3)ccc2O[C@@H]1CN(C)Cc1ccc(Oc2ccccc2)cc1 | -6
COc1cc(Br)c(/C=N/NC(=O)c2ccccc2O)cc1OC | 8
O=C(Nc1cccc2ccccc12)c1ccccc1NS(=O)(=O)c1cccc2cccnc12 | -21
C[C@@H]1CCCCO[C@@H](CN(C)S(=O)(=O)c2ccc(Cl)cc2)[C@H](C)CN([C@@H](C)CO)C(=O)c2cc(NC(=O)Cc3ccccc3)ccc2O1 | 10
C[C@@H]1CN([C@@H](C)CO)C(=O)c2cc(NC(=O)Nc3ccccc3)ccc2O[C@@H]1CN(C)Cc1ccc(C(F)(F)F)cc1 | -21

Structure | NSD2 block
Cc1ccc(S(=O)(=O)Nc2ccc3c(c2)C(=O)N([C@H](C)CO)C[C@H](C)[C@H](CN(C)C(=O)Cc2ccccc2)OCCCC[C@H](C)O3)cc1 | 1
C[C@@H]1CN([C@H](C)CO)C(=O)Cc2cc(NS(=O)(=O)c3cn(C)cn3)ccc2O[C@@H]1CN(C)C(=O)NC1CCCCC1 | -2
C[C@@H]1CN([C@H](C)CO)C(=O)c2cc(NC(=O)CCCCCC(=O)Nc3ccccc3N)ccc2O[C@H]1CN(C)S(=O)(=O)c1cn(C)cn1 | 3
COC(=O)Nc1nc2ccc(C(=O)c3cccs3)cc2[nH]1 | -2
C[C@@H]1CN([C@H](C)CO)C(=O)c2cc(NC(=O)Cc3ccccc3)ccc2O[C@@H]1CN(C)S(C)(=O)=O | -1
COCC(=O)Nc1ccc2c(c1)[C@H]1C[C@@H](CC(=O)NCc3cccc(F)c3)O[C@H](CO)[C@H]1O2 | -1
O=C1N(CCS(=O)(=O)c2ccccc2)Cc2ccccc2[C@H]2OC(c3ccc(OCCCO)cc3)=N[C@@]12CCS(=O)(=O)c1ccccc1 | 3
C[C@H]1CN([C@@H](C)CO)C(=O)c2cc(NS(=O)(=O)c3ccccc3)ccc2O[C@H]1CN(C)CC1CC1 | 1
C[C@H]1CN([C@@H](C)CO)C(=O)c2ccccc2-c2ccccc2CO[C@@H]1CN(C)S(=O)(=O)c1ccc(C(F)(F)F)cc1 | -4
C[C@H]1CN([C@@H](C)CO)C(=O)Cc2cc(NC(=O)Nc3ccc4c(c3)OCO4)ccc2O[C@H]1CN(C)S(=O)(=O)c1ccc(Cl)cc1 | -5
COc1ccc(-c2ccc3c(c2)O[C@@H](CN(C)C)[C@@H](C)CN([C@@H](C)CO)S3(=O)=O)cc1 | -14
C[C@H]1CCCCO[C@@H](CN(C)Cc2ccncc2)[C@@H](C)CN([C@@H](C)CO)C(=O)c2cc(NC(=O)Nc3ccc(F)cc3)ccc2O1 | -4
C[C@@H]1CN([C@@H](C)CO)C(=O)c2cc(NC(=O)Nc3cccc4ccccc34)ccc2O[C@@H](C)CCCCO[C@@H]1CN(C)C | 2
C[C@@H]1CCCCO[C@@H](CN(C)C)[C@@H](C)CN([C@@H](C)CO)C(=O)c2cc(NS(=O)(=O)c3cn(C)cn3)ccc2O1 | -3
Cc1ccc(S(=O)(=O)N(C)C[C@@H]2Oc3ccc(NC(=O)Cc4cn(C)c5ccccc45)cc3CC(=O)N([C@@H](C)CO)C[C@H]2C)cc1 | -4

Four structures already listed, sorted by count of non-hydrogen atoms, largest number first:
Structure | NSD2 block
C[C@@H]1CN([C@H](C)CO)C(=O)c2cc(NC(=O)CCCCCC(=O)Nc3ccccc3N)ccc2O[C@H]1CN(C)S(=O)(=O)c1cn(C)cn1 | 3
C[C@H]1CCCCO[C@@H](CN(C)Cc2ccncc2)[C@@H](C)CN([C@@H](C)CO)C(=O)c2cc(NC(=O)Nc3ccc(F)cc3)ccc2O1 | -4
C[C@@H]1CN([C@@H](C)CO)C(=O)c2cc(NC(=O)Nc3cccc4ccccc34)ccc2O[C@@H](C)CCCCO[C@@H]1CN(C)C | 2
COC(=O)Nc1nc2ccc(C(=O)c3cccs3)cc2[nH]1 | -2

More results follow:
Structure | NSD2 block
Cc1ccccc1CN(C)C[C@H]1OCc2cnnn2CCCC(=O)N([C@H](C)CO)C[C@H]1C | -1
CC(C)OC(=O)CSc1nc(-c2ccccc2)cc(C(F)(F)F)c1C#N | 1
Cc1cc(=O)oc2cc(NC(=S)NCc3ccccn3)ccc12 | -4
C[C@@H]1CN([C@H](C)CO)C(=O)c2cccc(NC(=O)C3CCCCC3)c2O[C@H]1CN(C)C(=O)Nc1ccc(F)cc1 | -1
C[C@@H]1CN([C@H](C)CO)C(=O)c2cc(NC(=O)CCCCCC(=O)Nc3ccccc3N)ccc2O[C@@H]1CN(C)Cc1ccc(Cl)c(Cl)c1 | -3
C[C@H](CO)N1C[C@H](C)[C@@H](CN(C)S(=O)(=O)c2cn(C)cn2)Oc2c(NC(=O)c3ccc(-c4nccs4)cc3)cccc2C1=O | 3
COc1ccc(NC(=O)N(C)C[C@H]2Oc3ccc(NS(=O)(=O)c4ccc(OC)cc4)cc3CC(=O)N([C@@H](C)CO)C[C@@H]2C)cc1 | 0
Nc1ncnc2c1cnn2-c1ccccc1 | -3
C[C@@H]1CN([C@H](C)CO)C(=O)c2cc(-c3ccccc3F)cnc2O[C@H]1CN(C)C(=O)CN(C)C | 5
COC(=O)CCCCCCC(=O)N/N=C/c1cc(OC)c(OC)cc1[N+](=O)[O-] | -1
O=C1CN(/N=C/c2ccc(-c3ccc([N+](=O)[O-])cc3)o2)C(=O)N1 | 5
CC(C)CC#Cc1ccc2c(c1)O[C@@H](CN(C)Cc1ccccc1F)[C@H](C)CN([C@H](C)CO)S2(=O)=O | -10
C[C@@H]1CCCCO[C@@H](CN(C)C(=O)C2CCCCC2)[C@H](C)CN([C@H](C)CO)C(=O)c2cc(NC(=O)CCC(F)(F)F)ccc2O1 | -2
C[C@H](CO)N1C[C@H](C)[C@H](CN(C)S(=O)(=O)c2ccc(F)cc2)Oc2ccc(N(C)C)cc2CC1=O | 5
NC[C@@H]1O[C@H](C23CC4CC(CC(C4)C2)C3)Cc2c1ccc(O)c2O | 3

Structure | NSD2 block
C[C@@H]1CCCCO[C@@H](CN(C)Cc2ccccc2)[C@@H](C)CN([C@H](C)CO)C(=O)c2cc(NS(C)(=O)=O)ccc2O1 | -3
C[C@@H]1CN([C@H](C)CO)C(=O)Cc2cc(NC(=O)CCCCCC(=O)Nc3ccccc3N)ccc2O[C@H]1CN(C)S(=O)(=O)c1cccs1 | -7
C[C@@H]1CN([C@@H](C)CO)C(=O)Cc2cc(NS(=O)(=O)c3cn(C)cn3)ccc2O[C@H]1CN(C)Cc1ccc(-c2ccccc2)cc1 | 18
COC(=O)[C@H](Cc1ccc(N=[N+]=[N-])cc1)N1CC2=C[C@@H](C3CC3)n3c(=O)n(C)c(=O)n3[C@H]2[C@@H]1[C@@H](O)Cc1ccccc1 | 5
C[C@@H]1CN([C@@H](C)CO)C(=O)c2cccc(NC(=O)C3CCCCC3)c2O[C@H]1CN(C)Cc1ccc(C(=O)Nc2ccccc2N)cc1 | -5
O=C1C[C@H](c2ccc(O)cc2)Oc2c1c(O)cc(O)c2[C@@H]1C(=O)c2c(O)cc(O)cc2O[C@H]1c1ccc(O)cc1 | -1
C[C@@H]1CN([C@H](C)CO)C(=O)c2cc(NC(=O)NC3CCCCC3)ccc2O[C@@H]1CN(C)S(=O)(=O)c1ccc(Cl)cc1 | -9
CC(=O)N(C)C[C@H]1Oc2ncc(C#Cc3ccncc3)cc2C(=O)N([C@@H](C)CO)C[C@@H]1C | 0
C[C@@H]1CN([C@H](C)CO)C(=O)Cc2cc(NC(=O)Nc3cccc4ccccc34)ccc2O[C@@H]1CN(C)Cc1ccc(-c2ccccc2)cc1 | -5
